ALOX12 inh: blocks human arachidonate 12S-lipoxygenase; P18054; purified 12hLO, xylenol orange hydroperoxide absorbance; Potency, µM (titrated, usually from 108 µM), for inactives: at the highest dose activity change, negative = inhibition, actives largely listed as inhibitors; actives 1.1% (n = 580,000); active = well fitted inhibition curve with a large enough effect; inconclusive = small, poorly fitted or top-dose-only effect, or another doubt; inactive = no such curve, though single readings can be large or run the other way; note: potency is the fitted concentration of half-maximal effect
Target sequence (P18054 whole entry, looked up): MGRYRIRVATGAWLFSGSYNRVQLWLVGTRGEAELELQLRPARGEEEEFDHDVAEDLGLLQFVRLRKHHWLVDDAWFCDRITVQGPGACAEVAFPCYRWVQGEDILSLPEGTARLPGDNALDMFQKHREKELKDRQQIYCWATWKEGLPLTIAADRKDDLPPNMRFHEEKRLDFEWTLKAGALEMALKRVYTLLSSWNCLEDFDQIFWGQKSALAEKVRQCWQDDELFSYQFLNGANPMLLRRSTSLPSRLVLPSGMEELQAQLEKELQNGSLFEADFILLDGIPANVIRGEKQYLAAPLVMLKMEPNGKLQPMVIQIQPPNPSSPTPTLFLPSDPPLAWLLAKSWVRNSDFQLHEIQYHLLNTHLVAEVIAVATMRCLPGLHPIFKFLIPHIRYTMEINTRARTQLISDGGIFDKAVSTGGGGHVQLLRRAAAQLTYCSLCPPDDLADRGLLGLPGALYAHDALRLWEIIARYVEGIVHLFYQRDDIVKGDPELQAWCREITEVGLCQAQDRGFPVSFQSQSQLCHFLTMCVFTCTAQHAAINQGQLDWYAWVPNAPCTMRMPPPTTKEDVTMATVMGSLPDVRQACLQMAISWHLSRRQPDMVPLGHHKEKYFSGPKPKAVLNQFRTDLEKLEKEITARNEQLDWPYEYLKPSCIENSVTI
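Purified human 12hLO (150 nM final) in 25 mM Hepes, 0.01% Triton X-100, pH 7.0 was preincubated 15 min at room temperature with compound. Then 40 uM arachidonic acid was added, 30 min. Hydroperoxide was read by Fe-XO absorbance ratio 573/405 nm.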
LDHA block: LDHA (human) enzyme inhibition; P00338; purified LDHA, NADH/diaphorase-resazurin fluorescence; stronger effect = lower value; activity change, % (values are at about 110 or 230 µM); actives 0.15% (n = 480,000); AID 1347041; in the data active = activity change below about -30%; inconclusive = mostly about -25% to -30%;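 note: plate controls were DMSO wells for no effect and wells without enzyme for full effect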
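Enzyme activity of human lactate dehydrogenase 5 (2 nM; 0.06 mM NADH, 0.2 mM pyruvate, 5 min, RT) is measured via a resazurin/diaphorase fluorescence readout of residual NADH.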
An asterisk follows results filed as active; ? = inconclusive; [ ] = another dose, or the depositor's remark. Unless noted, % is set by controls: 0 for no effect and ±100 for the full control effect. This is a subset; rates above refer to the full screens.

ALOX12 inh	LDHA block	Compound
-12.4%	-1.6	C/C(=N/NC(=O)c1cccs1)c1ccc(Cl)cc1
37.8%[activator]	-7.7	CCC(=O)Nc1ccc(O)c(-c2nc3cc(CC)ccc3o2)c1
0.5%	-7.8	Cc1cccc(NC(=O)c2nc(-c3ccccc3)oc2C)n1
41.7%	2.8	O/N=C/c1c(F)cccc1F
55.0%	-3.4	Cc1c(Cl)cccc1NC(=O)COc1ncnc2ccccc12
1.9%	5.7	COc1ccc(-c2nc(Nc3cc(F)ccc3F)c3ccccc3n2)cc1
2.3%	-3.4	COc1ccc(OC)c2[nH]c(C(=O)N[C@@H](C)C(=O)N3CCN(Cc4ccccc4)CC3)cc12
?	-3.0	CCc1cc(C(=O)O)c2c(C3CC3)nn(-c3ccccc3F)c2n1
0.4%	1.8	CCOc1ccc(C(C)=O)cc1COC(=O)/C(=C\c1ccccc1)NC(C)=O
-15.2%	1.7	CN(C)C(=O)CN1CCN(Cc2ncc(-c3ccccc3)o2)CC1
-9.4%	-20.5	CCOCCCNC(=O)CCSc1ccccc1
1.9%	-5.0	CC(=O)CCS(=O)(=O)c1ccc(Cc2ccc(S(=O)(=O)CCC(C)=O)cc2)cc1
3.7%	7.1	CC(C)n1nc(C(=O)N2CCc3ccccc3C2)c2ccccc2c1=O
-25.3%	3.3	CCCc1nc2ccccc2n1CC(O)c1cccc(Br)c1 (stereo unspecified)
56.8%[activator]	0.1	CCCCCCCCCOc1ccc(C(=O)O)cc1
?	0.0	CC(=O)N1Cc2cc(C(=O)NCC(F)(F)F)nc(-c3cccc(-c4cc5ccccc5o4)c3)c2[C@@H]1CCO
8.2%	1.4	Cc1nc2ccc(C(=O)NC3CCCCNC3=O)cc2nc1C (stereo unspecified)
?	-6.5	COc1cc2nc(NC(=O)c3ccc(F)cc3)[nH]c(=O)c2cc1OC
-14.2%	2.2	CCn1cc(C#N)c(=O)n(Cc2nc(-c3ccc(F)cc3)no2)c1=O
-30.0%	9.0	COc1ccc(NCCN)cc1
-5.6%	2.2	Cc1c(Cl)cccc1Nc1nnc(SCC(=O)Nc2ccnn2C2CCCC2)s1
6.7%	3.3	COCCOc1ccc(/C=C/C(=O)c2ccc(C#N)cc2)cc1OC
-9.0%	10.5	CCN1CCN(Cc2cc(=O)oc3ccc(O)cc23)CC1
-16.8%	3.3	CCCn1cnc2nc(COc3cc(NC(=O)COc4ccc(C)c(C)c4)ccc3C)cc(=O)n21
?	-1.4	O=C(CCSCc1nc2ccccc2s1)NC1CCCCC1
?	21.4	O=C(Oc1c2c3c(noc3c3ccccc13)C(Oc1ccc(F)cc1)=CC2=O)c1ccc(F)cc1
?	17.5	O=c1oc2ccccc2c(NC2CCCC2)c1NS(=O)(=O)c1ccc(Cl)cc1
-18.2%	-2.6	Cc1ccc(C(=O)NC2CCCCC2C)c(C)c1 (stereo unspecified)
-8.1%	-2.6	COc1ccc(NC(=O)Cc2c(C)c3ccc(O)cc3oc2=O)cc1
17.3%	0.5	COc1cccc(/C=C/C(=O)c2ccc(C)c(C)c2)c1OC
-17.0%	2.3	OCc1cccc(Nc2nc(-c3cccs3)nc3ccccc23)c1
?	2.8	COc1cc(-c2nc(-c3ccc(Br)cc3)no2)cc(OC)c1OC
-11.7%	-16.5	Cc1cccc(Nc2nc(-c3ccccc3)cs2)c1C
-28.6%	-2.9	O=C(NC1CCN(Cc2ccccc2)CC1)c1cccc(C(F)(F)F)c1
27.6%	-15.7	CCCOC(=O)c1[nH]c(C)c(C(=O)OC)c1C
-17.6%	2.4	CC(NC(=O)c1ccc(Cl)cc1)c1nnc(SCC(=O)c2ccccc2)n1C (stereo unspecified)
?	15.0	Cc1nc(NC(C)C)sc1C(=O)Nc1ccccc1
3.9%	6.5	Cn1c(=O)c2c(ncn2CC(=O)NCC(c2cccs2)N2CCCC2)n(C)c1=O (stereo unspecified)
-22.6%	2.9	COc1ccc(Oc2coc3cc(OCC(=O)OCCC(C)C)ccc3c2=O)cc1
-16.2%	6.6	Cc1occc1-c1nnc(SCC(=O)Nc2cccc(C(F)(F)F)c2)o1
12.1%	-19.7	CCC(C)NC(=O)CSc1nc2ccccc2o1 (stereo unspecified)
-0.1%	2.4	Cc1oc2cc(OCC(=O)NC(C)(C)C)ccc2c(=O)c1-c1ccc(Cl)cc1
15.9%	-2.0	O=C(c1cc(-c2ccccc2Cl)nc2ccccc12)N1CCCC1
?	1.9	S=C(NCc1ccccc1)NN=C(Cc1ccccc1)Cc1ccccc1
?	1.3	CC(C)=CC(=O)NC(C)c1ccc(Cl)cc1Cl (stereo unspecified)
7.1%	11.4	CC(C)NC(=O)C(C)Sc1nccc(C(F)(F)F)n1 (stereo unspecified)
-9.2%	5.4	Cc1oc2cc(OCC(N)=O)ccc2c(=O)c1Oc1ccc(-c2ccccc2)cc1
-44.4%	-1.0	COc1ccc(C(CNC(=O)C2CCN(S(=O)(=O)c3ccc4c(c3)CCC4)CC2)N(C)C)cc1 (stereo unspecified)
?	3.8	O=C1CSc2ccc(C(=O)OCc3ccccc3[N+](=O)[O-])cc2N1
?	6.6	O=C(CCc1ncc(-c2ccccc2)o1)Nc1ccc2ccccc2c1
?	8.2	O=C(O)CCSCC(=O)c1ccc(Br)cc1
?	0.7	O=C(NCCc1c[nH]c2ccc(Cl)cc12)c1cccc(Cl)c1
-18.7%	1.9	O=C(Cn1nc(-c2ccco2)ccc1=O)Nc1ccccc1
42.9%[activator]	3.5	CCCC/C=N/NC(=O)CCCCCCCCCCC
-16.3%	-0.3	Cc1c(-c2nsc(NC(=O)c3cccc(Cl)c3)n2)nnn1-c1cc(F)ccc1F
24.2%	10.6	C1CCN(c2nc(NNc3nc(N4CCCCC4)nc(N4CCCCC4)n3)nc(N3CCCCC3)n2)CC1
?	-0.5	COc1ccc(-c2nc3c(c(=O)[nH]c(=O)n3Cc3ccccc3)n2CC2CCCO2)cc1 (stereo unspecified)
-4.9%	0.1	CCN1CCN(c2oc(-c3ccc(Cl)cc3)nc2C#N)CC1
-3.4%	-5.1	O=C(NCCNC(=O)c1cc2ccccc2[nH]1)C(=O)NC1CCCCCC1
?	3.5	Cc1cccc(-n2nnnc2C2(Nc3ccccc3)CCCC2)c1

Following part:
ALOX12 inh	LDHA block	Compound
-9.0%	7.6	COC(=O)C1=C(C)N(C)C(C)=C(C(=O)OC)C1c1ccc(C)s1
-2.0%	-5.6	O=C(CCc1ncc(-c2ccccc2F)o1)Nc1ccc(F)c(F)c1
12.5%	0.9	Nc1ccccc1C(=O)NCc1cccnc1
1.4%	6.9	COC(=O)C1=CN(Cc2ccc(OC)c(OC)c2)C=C(C(=O)OC)C1c1ccccc1OC
33.4%	-0.9	COc1ccc(NC(=O)c2cc[n+]([O-])cc2)cc1
-4.1%	4.5	C=CCn1c(NCc2ccc(C)cc2)nc2c1c(=O)[nH]c(=O)n2C
8.4%	5.8	CCCNC(=O)c1ccccc1NC(=O)C1CCN(S(=O)(=O)Cc2ccccc2C)CC1
22.4µM*	9.9	O=C(Cn1c(=O)n(CCc2ccccc2)c(=O)c2sccc21)c1ccc(Cl)cc1
2.0%	3.2	Cc1cc(C)c(S(=O)(=O)N2CCOC23CCN(C(=O)CC(C)C)CC3)c(C)c1
?	8.7	O=C(Nc1ccc(F)c(F)c1)c1ccc2ccccc2n1
-9.6%	2.0	COc1ccc2c(COC(=O)c3ccccc3F)cc(=O)oc2c1
15.7%	2.8	CC(C)NC(=O)C1(C)CN(S(C)(=O)=O)CC(=O)N1C1CCN(Cc2ccccc2)CC1 (stereo unspecified)
-21.7%	9.4	O=C(NCc1cccc(C(F)(F)F)c1)C1CCN(C(=O)c2cccc3ccccc23)CC1
1.1%	3.2	CSc1ccc(C(C)NC(=O)c2ccccc2C)cc1 (stereo unspecified)
?	-1.1	Cc1nc(C(=O)NC2CCCC2)ccc1C#N
-14.3%	-2.8	CCC(CC)C(=O)Nc1cccc(C)c1C
3.9%	7.9	CCCCCCC(C)NC(=O)CCNC(=O)c1ccccc1 (stereo unspecified)
-21.0%	0.7	Cc1oc(-c2ccccc2)nc1CC(=O)Nc1ccc(OCC(F)(F)F)cc1
17.8µM*	3.1	S=C(NCCc1ccc(Cl)cc1Cl)NC1CCCCC1
-14.1%	1.6	CC(C)NC(=O)N[C@H]1C=C[C@H](CC(=O)NCc2ccc(Oc3ccccc3)cc2)O[C@@H]1CO
?	-0.3	CCOCc1nnc(NC(=O)C(CC)c2ccccc2)s1 (stereo unspecified)
-0.5%	0.8	CCc1ccc(-c2cc(C)no2)cc1S(=O)(=O)Nc1cc(F)ccc1F
9.2%	20.7	Cc1ccc(C(=O)NCCc2c[nH]c3ccccc23)cc1C
57.2%[activator]	7.9	O=C(Nc1ccc2[nH]c(=O)[nH]c2c1)c1ccc(Cl)cc1N1CCCC1=O
51.6%[activator]	-1.6	C/C(CC12CC3CC(CC(C3)C1)C2)=N\NC(=O)C1CC1
11.8%	1.9	CN(Cc1ccco1)C(=O)c1n[nH]c(=O)c2ccccc12
28.0%	-1.0	Cc1nccn1CC(C)CNC(=O)c1cc(-c2ccncc2)nc2ccccc12 (stereo unspecified)
47.7%	6.0	CC(C)CCNC(=O)Cc1cccs1
?	3.4	Cc1ccc(C(=O)/C=C/C=C/c2cccs2)cc1
-25.1%	7.6	CCc1ccc(OCC(=O)Nc2ccc(S(=O)(=O)Nc3ccccc3)cc2)c(Br)c1
?	1.1	C=CCn1cc(C=O)c2ccccc21
?	-12.9	C=CCOC(=O)Nc1nc(CCNC(=O)OC(C)(C)C)c(C(=O)O)s1
?	-1.2	COC(=O)CN1CCCC1Cc1cccc(OC)c1 (stereo unspecified)
1.4%	6.7	COc1ccc(/C=C(/C#N)C(=O)Nc2ccccc2C(=O)O)cc1OC
23.7%	-6.1	Cn1c(=O)c2c(ncn2CC(COCc2cccc(F)c2)OCc2cccc(F)c2)n(C)c1=O (stereo unspecified)
-3.2%	-4.9	NC(=O)c1cnn(-c2ccccc2)c1NCc1ccncc1
?	-14.4	COc1ccc(NC(=O)C(C)n2nc(-c3ccc(C)cc3)c3c(c2=O)CCCC3)cc1 (stereo unspecified)
6.1%	1.9	COc1cccc(NC(=O)CCc2ncc(-c3ccccc3)o2)c1
-2.8%	6.4	CCOc1ccc(NC(=O)c2n[nH]c(=O)c3ccccc23)cc1OCC
-4.9%	-1.0	Cc1nnc(N2CCOCC2)c2c1nnn2Cc1ccccc1Cl
?	12.8	CCCOc1ccc(C2C(C(=O)c3cc4ccccc4o3)=C(O)C(=O)N2CCN(C)C)cc1 (stereo unspecified)
12.6%	4.7	Cc1ccc(C)c(NC(C)C(=O)Nc2sccc2C#N)c1 (stereo unspecified)
?	5.4	Cc1[nH]c2ccccc2c1C(=O)/C(C#N)=C\c1ccccc1Cl
?	-4.5	N#Cc1ccc2[nH]cc(C3c4cc(F)ccc4C=C(c4ccsc4)N3c3ccc(C#CCCO)cc3)c2c1 (stereo unspecified)
-4.8%	-0.4	O=C(O)C(c1c[nH]c2ccccc12)N1CCN(Cc2ccc(Cl)cc2Cl)CC1 (stereo unspecified)
?	1.4	O=C(COc1ccccc1-c1noc(-c2ccc(Cl)cc2)n1)NCc1ccccc1
12.9%	?	CCC(=O)N1CCN(c2ccccc2NC(=O)c2ccc(C#N)cc2F)CC1
-24.1%	2.0	CCn1c(=O)n(CC)c2cc(N3CCCC3)c(NC(=O)Nc3cc(Cl)c(OC)cc3OC)cc21
